Screening data: PubChem, IUPUI and University of Michigan
ST2 inh: inhibitors of human ST2 (IL1RL1) binding to IL-33 | AlphaLISA ST2-Fc/biotin-IL-33 interaction, 1 h | 78,000 compounds, 2.3% hits | inhibition, % for hits at 17 µM; in the data active means inhibition above about 30%; inconclusive means mostly about 10% to 28%
Target sequence (Q01638 whole entry, looked up): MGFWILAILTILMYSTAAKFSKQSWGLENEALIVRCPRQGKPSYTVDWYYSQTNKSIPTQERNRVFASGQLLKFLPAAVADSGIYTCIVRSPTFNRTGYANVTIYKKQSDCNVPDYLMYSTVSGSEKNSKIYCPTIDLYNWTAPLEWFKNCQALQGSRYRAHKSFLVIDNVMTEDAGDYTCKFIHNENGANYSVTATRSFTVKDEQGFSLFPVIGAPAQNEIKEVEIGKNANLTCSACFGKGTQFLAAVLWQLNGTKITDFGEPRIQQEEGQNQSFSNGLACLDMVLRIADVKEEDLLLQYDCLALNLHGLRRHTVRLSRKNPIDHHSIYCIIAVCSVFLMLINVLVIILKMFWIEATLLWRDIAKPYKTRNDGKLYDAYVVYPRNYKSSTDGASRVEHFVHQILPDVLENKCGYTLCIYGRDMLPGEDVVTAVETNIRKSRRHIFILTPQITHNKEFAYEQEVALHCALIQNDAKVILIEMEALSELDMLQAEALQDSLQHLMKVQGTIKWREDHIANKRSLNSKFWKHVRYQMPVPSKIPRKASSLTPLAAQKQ
* marks the source's active call; other numbers are inactive results; i = inactive; ? = inconclusive.

No.	SMILES	ST2 inh
1	CN1[C@@H](CCC(=O)NCc2cccs2)CNC(=O)[C@@H]2[C@H]1CCN2CC(C)(C)C	?
2	CC(=O)c1ccc(NC(=O)c2cc(-c3ccc4c(c3)OCO4)on2)cc1	31%*
3	COCCn1cc(C(=O)N2CCN(c3ccc(F)cc3)CC2)c2c3ccccc3n(C)c2c1=O	i
4	CS(=O)(=O)NC[C@H]1O[C@@H](CC(=O)NCCN2CCOCC2)[C@H](O)[C@@H]1O	i
5	Cc1ccc(C(=O)Nc2ccc(NC(=O)C(C)n3ccnc3C)cc2)o1 (stereo unspecified)	?
6	Cc1ccc(S(=O)(=O)N=CN(C)C)cc1	i
7	C=CCn1c(=O)[nH]c2cc(C(=O)NCc3ccco3)ccc2c1=O	i
8	CS(=O)(=O)c1ccc(CN2CCCC(Cc3nc4ccccc4[nH]3)C2)cc1 (stereo unspecified)	i
9	CCCCNC(=O)c1noc2c1CCc1ccccc1-2	i
10	CCC1=NN(C(=O)Cc2ccc(OC)cc2)C(O)(C(F)(F)F)C1 (stereo unspecified)	i
11	CCC1C(=O)C(C)(C)C(=O)OC1c1ccc(OC)c(OC)c1 (stereo unspecified)	i
12	Cc1ccccc1OCC(=O)NC1CC1	i
13	CCSc1nnc(NC(=O)CN2CCN(S(=O)(=O)CC)CC2)s1	?
14	CN(CCc1ccccn1)Cc1cccc(F)c1	i
15	CN(C)CC1(O)CCCN(C(=O)c2cc(-c3ccccc3)n(C)n2)CC1 (stereo unspecified)	i
16	O=C(COc1ccc(Cl)cc1Cl)NCc1ccccn1	i
17	COc1ccccc1NC(=O)c1cc(OC)c(OC)c(OC)c1	?
18	COc1ccc(C(O)=C2C(=O)C(=O)N(CCCN(C)C)C2c2cccs2)c(C)c1 (stereo unspecified)	i
19	CN(C(=O)CNC(=O)CN1C(=O)c2ccccc2C1=O)c1ccc(Br)cc1	i
20	FC(F)(F)c1cccc(NCn2nnc3ccccc32)c1	i
21	Cc1[nH]c2ccccc2c1SCCNC(=O)C(C)(C)Oc1ccc(Cl)cc1	i
22	Fc1ccccc1Cc1noc(CNCc2cn3cccnc3n2)n1	i
23	CN(C)/C=C/c1c(C#N)c(=O)ncn1Cc1ccccc1	i
24	O=C1CCCc2c1nn(-c1ccccc1)[n+]2[O-]	i
25	CCCS(=O)(=O)c1c(S(=O)(=O)CCC)c2c(N)cccn2c1C(=O)c1ccccc1	?

Overlap with the part before: 4 compounds; new compounds follow.
No.	SMILES	ST2 inh
22	Fc1ccccc1Cc1noc(CNCc2cn3cccnc3n2)n1	i
23	CN(C)/C=C/c1c(C#N)c(=O)ncn1Cc1ccccc1	i
24	O=C1CCCc2c1nn(-c1ccccc1)[n+]2[O-]	i
25	CCCS(=O)(=O)c1c(S(=O)(=O)CCC)c2c(N)cccn2c1C(=O)c1ccccc1	?
26	CC(C)c1cc(C=O)cc(C(C)C)c1O	i
27	Cc1ccc(-n2c(=O)n(Cc3ccccc3)c3c(C(N)=O)nc(-c4ccc(F)cc4F)nc32)cc1C	i
28	COc1ccc(C2(C(=O)N3CCCC(O)(CN(C)C)C3)CCCC2)cc1 (stereo unspecified)	?
29	Cc1ccccc1NC(=O)CN1C(=O)CC(c2ccccc2)=Nc2ccccc21	i
30	Cc1cc(NC(=O)CSc2n[nH]c(C)c2[N+](=O)[O-])no1	i
31	CCCN(CCC)S(=O)(=O)c1ccc(C(=O)Nc2nnc(-c3ccccc3Cl)o2)cc1	i
32	CC(C)S(=O)(=O)c1ncc(CN(C)Cc2nccs2)n1Cc1ccccc1F	i
33	CC(C)CC(C(=O)Nc1cccc(Cl)c1)N1C(=O)c2ccccc2C1=O (stereo unspecified)	i
34	COc1cc(-c2nc3sc4c(c3c(=O)[nH]2)CCCC4)ccc1O	i
35	Cn1nc(CC2CCN(C(=O)c3cccnn3)CC2)n(-c2ccccc2)c1=O	?
36	Cc1cc(C(=O)NCc2oc(C(C)(C)C)cc2C(=O)O)c(C)o1	i
37	COc1ccc(S(=O)(=O)ON=C2C=CC(=O)C=C2)cc1	32%*
38	COc1ccc2oc(=O)c(C(=O)Nc3cccc(Cl)c3C)cc2c1	?
39	NC(=O)c1c(NC(=O)c2cc(C3CC3)on2)sc2c1CCCC2	i
40	CC1=C(C(=O)OCCOc2ccccc2)C(c2cccc3ccccc23)NC(=O)N1 (stereo unspecified)	i
41	COc1ccc(CN2CCN(c3cccc(C)c3C)CC2)c(OC)c1OC	i
42	O=C(CCSc1ccc2c(c1)OCCO2)NCCN1CCOCC1	i
43	NS(=O)(=O)c1ccc(NC(=O)C2COc3ccccc3C2)cc1 (stereo unspecified)	i
44	CCOC(=O)Cc1ccc(N(Cc2cccs2)S(=O)(=O)c2ccc(F)c(C)c2)cc1	i
45	c1ccc(-n2cccc2CN(Cc2cccnc2)Cc2ccc3c(c2)OCO3)nc1	?
46	CC(C)CNC(=O)c1cc(-c2cccs2)on1	i
47	O=C(O)c1ccc(NS(=O)(=O)c2cccc3cccnc23)cc1O	i
48	c1coc(-c2nc3c([nH]2)CCc2nonc2-3)c1	i
49	COc1ccccc1NC(=O)c1ccc(=O)n(Cc2ccc(F)cc2)c1	?
50	O=C(Nc1ccccc1C(=O)Nc1ccccc1C(=O)O)c1ccccc1	i

No.	SMILES	ST2 inh
51	CN(C)Cc1cc(C(C)(C)c2cc(CN(C)C)c(O)c(CN(C)C)c2)cc(CN(C)C)c1O	?
52	O=C(CN1C(=O)S/C(=C\c2ccc(O)cc2)C1=O)N1CCOCC1	?
53	O=C(Nc1cccnc1)c1ccc(Oc2ccccc2)cc1	?
54	O=c1c2cc(Br)ccc2oc2nc3n(c(=O)c12)CCCS3	i
55	Cc1cc(NC(=O)c2cccc(CN3[C@@H]4CC[C@H]3CC(O)C4)c2)n(C)n1 (stereo partly specified)	i
56	Cc1ccc(C)c(-n2cc(CNC(C)Cn3cncn3)c(-c3ccccc3)n2)c1 (stereo unspecified)	?
57	COCCCNc1nc2c(c(=O)n(C)c(=O)n2C)n1Cc1ccc(F)cc1	i
58	O=C(O)c1cc(-c2ccccc2F)cc(S(=O)(=O)NCc2ccccn2)c1	?
59	CCN(CC)CCSc1nc(O)c(Cc2ccccc2)c(=O)n1-c1ccccc1	i
60	CCCC(=O)Nc1ccc(CC(=O)NCc2cnc(C)cn2)cc1	i
61	N#CC1=C(N)OC2=C(CC/C2=C\c2cccc(F)c2)C1c1cccc(F)c1 (stereo unspecified)	?
62	Cc1cc2nc(C(=O)N3CCCC4(CN(C)C(=O)O4)C3)cc(C)n2n1 (stereo unspecified)	i
63	C=C(C)COc1cccc(C(=O)NC(C)c2nncn2C)c1 (stereo unspecified)	?
64	CN1CC2(CCCN(Cc3cc(=O)c4cc(Cl)ccc4[nH]3)C2)OC1=O (stereo unspecified)	i
65	Cc1ccc(S(=O)(=O)CC(=O)Nc2sc3c(c2-c2nc4ccccc4s2)CCN(C)C3)cc1	?
66	COc1ccc(Br)cc1CN1CCN(c2ccccn2)CC1	i
67	Nc1ccc(C(=O)Nc2ccc(NC(=O)c3ccc(N)cc3)cc2)cc1	?
68	Cc1ccc(C2CC(c3ccccc3)n3nc(N)nc3N2)cc1 (stereo unspecified)	i
69	O=C(Cc1cscn1)N1CCC(C2(c3ccccn3)NC(=O)N(CCc3cccs3)C2=O)CC1 (stereo unspecified)	?
70	COc1ccc(C(=O)NC2CCCCC2)cc1S(=O)(=O)N1CCC(C)CC1	i
71	CC(C)(C)C(=O)Nc1ccc(C(=O)Nc2ccc(C(=O)O)cc2)cc1	i
72	CC(=O)Nc1ccc(S(=O)(=O)N[C@H]2CO[C@H]3[C@@H]2OC[C@@H]3n2nnnc2Oc2ccc(-n3ccnc3)cc2)cc1	i
73	CCSc1nc2c(c(=O)[nH]1)C(c1ccc(OCc3ccccc3)cc1)C1=C(CCCC1=O)N2 (stereo unspecified)	i
74	Cc1nc(NC(=O)NCc2cc3ccccc3s2)nn1C	?
75	CC1(C)Cc2nc(N)c(C#N)cc2CO1	i

No.	SMILES	ST2 inh
76	NC(=O)c1cccnc1N1CCCC(c2[nH]ncc2-c2ccc(F)cc2)C1 (stereo unspecified)	?
77	Cn1c(=NC(=O)c2ccc(F)cc2)sc2ccccc21	i
78	COC(=O)c1sc2ccccc2c1NC(=O)COc1ccc(Cl)cc1Cl	i
79	O=C(NCc1cccnc1)c1cc(-c2ccc(Br)s2)nc2ccccc12	?
80	COc1ccc(C(=O)C2CCCN(c3nc(C(N)=O)cs3)C2)cc1OC (stereo unspecified)	i
81	CC(C)Nc1ncc(CN2CCOC(CCc3ccccc3)C2)cn1 (stereo unspecified)	i
82	O=c1c2ccccc2n(Cc2cc(=O)n3ccccc3n2)c(=O)n1CCc1ccc(Cl)cc1	i
83	COc1cc(/C=c2\sc3nc(-c4cccnc4)nn3c2=O)ccc1OCc1ccccc1	i
84	O=C(NC1CCCC1)c1ccc(N2CCC(NCCc3ccccc3Cl)CC2)cc1	i
85	Cc1cc(CN(C)C(=O)c2ccc3nc(C4CCCCC4)oc3c2)n[nH]1	i
86	CC(=O)c1c(C)nn(CC(=O)N2CC(c3ccncc3)C2)c1C	?
87	CN1CCN(C(=O)CC[C@@H]2CNC(=O)[C@@H]3C[C@H](NCc4cn(C)c5ccccc45)CN23)CC1	i
88	COc1cc(O)c2c(c1)CCc1cc(O)ccc1-2	i
89	CC1(C)CC(=O)c2cc(C(=O)NCCC3=CCCCC3)c(=O)n(-c3ccccc3)c2C1	i
90	CCc1cccc(NC(=O)CN2CCCN(Cc3ccccc3)S2(=O)=O)c1	i
91	CCOC(=O)N1CCC(N2CCCC(CNS(=O)(=O)c3ccc(OC)cc3)C2)CC1 (stereo unspecified)	i
92	O=C(Nc1ccnn1C1CCN(Cc2ccc3c(c2)Cc2ccccc2-3)CC1)c1ccccc1	i
93	COc1ccc(CN2CCN(c3ccccn3)CC2)c(OC)c1	?
94	CCOc1ccc(C2C3=C(CC(C)(C)CC3=O)Nc3nc(SCC)[nH]c(=O)c32)cc1 (stereo unspecified)	i
95	O=C(CN(Cc1ccccc1Cl)S(=O)(=O)c1ccc(Cl)cc1)NCc1cccnc1	i
96	Nc1ccnc(-c2cccc3ccsc23)c1	i
97	COc1cc(N)c(C)cc1NC(C)=O	i
98	O=C(c1cccn2c(=O)c3sccc3nc12)N1CCN(c2ccccn2)CC1	i
99	COc1ccc(/C=c2\sc3n(c2=O)CN(c2cccc(C(C)=O)c2)CN=3)cc1	?
100	O=C1c2ccccc2NC(c2cccc(F)c2)N1c1ccc(Cl)cc1 (stereo unspecified)	i

entry	smiles	ST2 inh
101	COc1ccc(C(=O)Nc2ccc3nn(-c4ccc(F)cc4)nc3c2)cc1OC	i
102	O=C(O)COc1ccc2occ(C(=O)c3cccs3)c2c1	i
103	O=C(O)CNC(=O)C(CS)Cc1ccccc1 (stereo unspecified)	?
104	Cc1cccc(C(=O)Nc2cc(C)c3c(=O)oc4ccccc4c3n2)c1	i
105	Cc1ccc(NC(=O)Cn2c(C(F)(F)F)nc3ccccc32)cc1C	i
106	CCOC(=O)c1sc(-c2ccc(C)cc2)c(C#N)c1C	?
107	O=C(NCc1ccco1)c1ccccc1[N+](=O)[O-]	i
108	CC(=O)N(CN1C(=O)c2ccccc2C1=O)c1ccccc1C	i
109	CCc1csc(CNC(=O)c2cccc(-n3cccn3)c2)n1	?
110	Cc1ccc(C)c(S(=O)(=O)N2CCN(c3nc(C)cc(N4CCCC4)n3)CC2)c1	i

entry	smiles	ST2 inh
111	CCOc1ccc(-c2nn(-c3ccccc3)cc2/C=c2\sc3ncnn3c2=O)cc1C	i
112	Cc1cc(N2CCCCC2)nc(N2CCN(S(=O)(=O)c3ccc(C)c(C)c3)CC2)n1	?
113	CC(=O)NC(=O)c1cc2cc(Br)ccc2oc1=Nc1cccc(F)c1	i
114	COc1ccc(OC)c(/C=C2\C(=O)Nc3ccc(Br)cc32)c1	35%*
115	O=C(c1csnn1)N1CCCC(N2CCN(c3cccc(C(F)(F)F)c3)CC2)C1 (stereo unspecified)	i
116	COC(=O)c1ccc(C2C(C(=O)OCc3ccccc3)=C(C)Nc3ncnn32)cc1 (stereo unspecified)	i
117	NCc1cn(C2CCN(Cc3ccc(-c4ccccc4Cl)o3)CC2)nn1	?
118	COc1cccnc1C(=O)N1CCOC(c2ccc(Cl)c(Cl)c2)C1 (stereo unspecified)	i
119	COc1cccc(NC(=O)N[C@H]2[C@H](O)[C@@H](N3CCN(C(C)=O)CC3)[C@@H]3OC[C@H]2O3)c1	i
120	Cc1cc(C)n(-c2nc3c(c(=O)n(C)c(=O)n3C)n2Cc2cccc(Br)c2)n1	i

Part of the list above, set out differently.
#84 O=C(NC1CCCC1)c1ccc(N2CCC(NCCc3ccccc3Cl)CC2)cc1
  ST2 inh = i

#85 Cc1cc(CN(C)C(=O)c2ccc3nc(C4CCCCC4)oc3c2)n[nH]1
  ST2 inh = i

#86 CC(=O)c1c(C)nn(CC(=O)N2CC(c3ccncc3)C2)c1C
  ST2 inh = ?

#87 CN1CCN(C(=O)CC[C@@H]2CNC(=O)[C@@H]3C[C@H](NCc4cn(C)c5ccccc45)CN23)CC1
  ST2 inh = i

(listing goes on)
entry	smiles	ST2 inh
121	O=C(CSc1nc2c([nH]c3ccccc32)c(=O)n1-c1ccc(F)cc1)N1CCCCC1	i
122	COc1cc2c(cc1-c1nccn1CC1CCCOC1)OCO2 (stereo unspecified)	?
123	O=[N+]([O-])c1cccc(/C=C/c2nc(C=Nc3ccccc3)c(O)o2)c1	i
124	CCN1CCCC1CNC(=O)C1(O)c2ccccc2NC(=O)N1c1ccccc1 (stereo unspecified)	i
125	c1ccc(CNc2ncnc3ccccc23)cc1	i
126	O=C(O)CN1C(=O)C2CCCN2c2ccc(C(=O)N3CCOCC3)cc21 (stereo unspecified)	i
127	NS(=O)(=O)c1ccc(NC(=O)COc2ccc(Cl)cc2Cl)cc1	i
128	O=c1c(Oc2ccccc2)c(C(F)(F)F)oc2c3c(ccc12)OCO3	i
129	Cc1cc(OCC(=O)Nc2cccnc2)cc(C)c1Br	i
130	CC12C(=O)N(c3ccc(Oc4ccc(Cl)cc4)cc3)C(=O)C1C1C=CC2C1 (stereo unspecified)	i
131	Cc1sc2ncnc(SC(C)C(=O)O)c2c1C (stereo unspecified)	i

These rows are one share of the data. The share of hits here may be higher or lower than overall.
